Compound activity deposited in PubChem BioAssay by National Center for Advancing Translational Sciences (NCATS).
KDM5B inhibitor: KDM5B demethylase inhibition; Q9UGL1; KDM5B demethylase, FDH-coupled NADH fluorescence (FDH is formaldehyde dehydrogenase); Potency, µM (doses to about 57.7 µM), for inactives: at the highest dose activity change, negative = inhibition, most hits filed as inhibitors; 220,000 compounds, 2.6% hits; active = well fitted inhibition curve with a large enough effect; inconclusive = small, poorly fitted or top-dose-only effect; inactive = no such curve, though single readings can be large or run the other way; also: 0% is about no effect; nearly all actives have a fitted effect of over 70% in size
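KDM5BΔAP (200 nM final) in 50 mM HEPES pH 7.5, 0.01% Tween-20 was preincubated 10 min at RT with compound over a concentration range. Substrate mix (H3K4me3 12.5 µM, α-KG 25 µM, Fe²⁺, ascorbate, NAD⁺, FDH) was added, and NADH fluorescence change over 30 min gave dose-response curves.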
Active calls of the source: *; ? = inconclusive; & = joins results of further samples; [ ] = remark or other dose. Potency is read from the fitted curve at half-maximal effect.

KDM5B inhibitor	smiles
69%[activator]	COc1ccc(/C=C(/C#N)c2ccc(C(F)(F)F)cn2)cc1
-5%	Cc1ccc2c(=O)cc(C(=O)N(Cc3ccccc3Cl)C3CCS(=O)(=O)C3)oc2c1C (stereo not given)
?	O=C(N1CCN(Cc2ccccc2)CC(O)C1)C1(N2CCCC2)CCCC1 (stereo not given)
-4%	CN(C(=O)CSc1ccncc1)C1CCCN(Cc2ccccc2F)C1 (stereo not given)
6%	COc1ccccc1Nc1nc2ccccc2nc1NS(=O)(=O)c1ccc(C)cc1
-5%	COc1cccc(OCC(=O)NCCS(=O)(=O)N2CCN(c3ccccc3F)CC2)c1
13%	O=C(c1ccn[nH]1)N1CCCCC1c1nc(CCOCC2CCCC2)no1 (stereo not given)
14%	CN(CC(=O)Nc1nccs1)S(=O)(=O)c1ccc(Cl)cc1
5%&5%	O=C(CNC(=O)c1ccc(F)cc1)OCc1cc(=O)n2nc(C3CC3)sc2n1
-27%	O=C(CSc1ncc(S(=O)(=O)c2ccc(Br)cc2)c(=O)[nH]1)Nc1ccc2c(c1)OCCO2
?	CCOC(=O)C1=NNC(C(=O)c2ccccc2)C1c1ccc(C)cc1 (stereo not given)
?	Cc1cc(C)cc(-n2c(C)nc3cc(C(=O)NCc4ccc(F)cc4)ccc32)c1
-27%	CCCS(=O)(=O)N1CCC(N2CC(OCCOC)C23CCCCC3)CC1 (stereo not given)
-15%	Cc1nc(-c2cccc(NC(=O)Nc3ccccc3C(F)(F)F)c2)no1
?	Cc1cccc(/C=C/c2cc(C(=O)O)c3ccccc3n2)c1
5%	N#Cc1c2n(c(=O)n(CCOc3ccc(Cl)cc3)c1=O)CCC2
?	CCCCOc1ccc2c(C)cc(=O)oc2c1C
?	CC(C)NC(=O)CCc1cc2n(n1)CCN(Cc1cc(=O)[nH]c(=O)[nH]1)C2
-10%	COc1ccc(CNC(=O)CN2C(=O)COc3ccc(S(=O)(=O)N4CCCCCC4)cc32)cc1
-2%	CCCCn1cnc2c1c(=O)n(CC(=O)Nc1ccccc1C)c(=O)n2CCCC

Ordered by value in KDM5B inhibitor (rising): 3 from the list above.
| SMILES | KDM5B inhibitor |
| --- | --- |
| O=C(CSc1ncc(S(=O)(=O)c2ccc(Br)cc2)c(=O)[nH]1)Nc1ccc2c(c1)OCCO2 | -27% |
| COc1ccc(CNC(=O)CN2C(=O)COc3ccc(S(=O)(=O)N4CCCCCC4)cc32)cc1 | -10% |
| O=C(c1ccn[nH]1)N1CCCCC1c1nc(CCOCC2CCCC2)no1 (stereo not given) | 13% |

Taken from above:
For KDM5B inhibitor, COc1ccc(CNC(=O)CN2C(=O)COc3ccc(S(=O)(=O)N4CCCCCC4)cc32)cc1 reads -10%
For KDM5B inhibitor, CN(CC(=O)Nc1nccs1)S(=O)(=O)c1ccc(Cl)cc1 reads 14%

(further entries)
KDM5B inhibitor	smiles
7%	CN(Cc1ccccc1)c1nc2c(c(=O)n(C)c(=O)n2C)n1Cc1c(Cl)cccc1Cl
-28%	Cc1c(Cl)cccc1NC(=O)CCN1C(=O)c2ccccc2Sc2ncccc21
20%	CNC(=O)c1[nH]nc2c1C(c1cc(OC)ccc1-n1cccn1)CC(=O)N2 (stereo not given)
-12%	Cc1ccccc1-n1c(SC(C)C(=O)c2ccc(F)c(F)c2)nnc1N1CCOCC1 (stereo not given)
-6%	O=C1CCN(C(=O)C2(c3ccccc3)CC2)CCCOCCN1
-7%[86.2 µM]	O=C(C[C@@H]1O[C@H](CNCc2ccc(F)cc2)[C@@H](O)[C@H]1O)NCCN1CCOCC1
-6%[86.2 µM]	COC(=O)c1ccc(CN2C(=O)[C@@H]3C[C@@H](O)CN3C3(CNC3)C2=O)cc1
5%	CCC(C(=O)NC1CCCCC1)N(Cc1cccs1)C(=O)CCC(=O)Nc1cc(C)on1 (stereo not given)
-2%	Cc1ccc(C)c(NC(=O)Cn2cc(S(=O)(=O)c3ccc(F)cc3)c(=O)c3cc(F)ccc32)c1
-1%	Cc1cccc(CN2C(=O)C3(CCOCC3)CC2c2nnnn2C(C)(C)C)c1 (stereo not given)
-14%	C=C(C)Cn1c(NCc2ccccc2)nc2c1c(=O)n(C)c(=O)n2C
16µM*	COc1ccccc1CC(=O)NC1CCN(c2cc(-c3ccccc3)[nH]n2)C1 (stereo not given)
29%[115 µM]	COc1ccccc1C(=O)N1CCCC2(C1)C(=NC1CCCCC1)NC(=O)N2c1cc(F)cc(F)c1 (stereo not given)
-2%	COc1ccc(-c2noc(CC(=O)Nc3ccc(Br)cc3C)n2)cc1
6%	CCNc1c(NS(=O)(=O)c2ccc(N3CCCC3=O)cc2)c(=O)oc2ccccc12
-12%	Cc1ccc(C)c(NC(=O)CN(Cc2ccccc2)S(=O)(=O)c2ccc3nc(C)sc3c2)c1
-9%	CCOc1ccc(NC(=O)CSc2ncc(S(=O)(=O)c3ccc(F)c(C)c3)c(=O)[nH]2)cc1
20%	O=C(CSc1ncc(C(F)(F)F)cc1Cl)c1ccc(Br)s1
7%	Cc1ccc(S(C)(=O)=O)cc1NCc1ccc(F)cc1Br
1%	Cc1ccccc1C1CCCN1S(=O)(=O)c1cnn(C(F)F)c1C (stereo not given)
14µM*	CN1CCCN(S(=O)(=O)c2cccc(Br)c2)c2ccccc21
-17%	CN(CC(=O)NC1(C)CCS(=O)(=O)C1)Cc1ccccc1 (stereo not given)
-16%	Cc1nc2c(c(-c3ccc(Cl)cc3)n1)CN([S+](=O)([O-])c1ccsc1)CC2
26%	CCC(C)C(=O)Nc1nnc(SCC(=O)NC2CCCC2)s1 (stereo not given)
2%	COc1cccc(CNC(=O)N2CCN(Cc3ccc(Br)s3)CC2)c1
-25%	Cc1ccc(Nc2c(-c3ccc(Cl)cc3)nc3sccn23)c(C)c1
17%	CCCS(=O)(=O)N1CCCC1c1noc(CCC(=O)N2CCN(C)CC2)n1 (stereo not given)
2%	CC1(c2ccccc2)NC(=O)N(CC(=O)Nc2ccc(S(N)(=O)=O)cc2)C1=O (stereo not given)
9%	Cc1csc(CNC(=O)c2sc(C(C)C)nc2C)n1
12%	COc1ccc(NC(=O)Nc2c(NC3CCCCC3)c3ccccc3oc2=O)cc1OC
-28%	COc1ccc(NC(=O)CCc2c(C)nn(-c3ccc(N4CCCC4)nn3)c2C)cc1Cl
?	COCCCNC(=O)c1sc2nc(C)c(C(=O)Nc3ccc(C)cc3C)c(-c3ccccc3Cl)c2c1N
-13%	Cc1cn2nc(C(=O)NCCCc3ccccc3)cc2c(=O)[nH]1
?	COC(=O)c1cc(OC)c(OC)cc1NC(=O)c1csc(C)c1
-11%	CCc1ccc(C(=O)N2CCC(n3cnnc3COC)CC2)cc1
27%	CC1CCCCN1CC(=O)NC(=O)NCc1cccs1 (stereo not given)
0%	O=C(O)CCNC1CC1
7%	O=C(C1Cc2ccccc2S1)N(Cc1ccc(C(F)(F)F)cc1)C1CC1 (stereo not given)
?	Cc1cccc(/C=C/c2ccc3ccccc3n2)c1
5%	COc1ccc(/C(O)=C2\C(=O)C(=O)N(c3ccccn3)C2c2ccc(C(C)C)cc2)cc1 (stereo not given)
21%	CC(C)NC(=O)C(NC(=O)c1ccc(F)cc1)C1CCN(C(=O)c2ccccc2F)CC1 (stereo not given)
-13%	COCCNC(=O)CS(=O)(=O)Cc1nc(-c2ccccc2Cl)oc1C
-28%	CC(=O)c1ccc(NC(=O)CSc2nc(C)c(C)o2)cc1
10%	O=C(NC1(C(=O)O)CCCCC1)C1CCCO1 (stereo not given)
-28%	CC(C)c1ccc(NC(=O)c2ccc3c(c2)CCCN3S(C)(=O)=O)cc1
-20%	CC(C)CCN1C(=O)CC[C@]2(C(=O)NCc3cccs3)CCCC[C@@H]12
-10%	Cc1cc(C)cc(-n2ccn3cnnc3c2=O)c1
-7%	CCc1ccccc1NC(=O)Cn1c(N2CCC(C)CC2)nc(C)cc1=O
?	COc1ccc(Nc2c3c(nc4nncn24)CCC3)cc1Cl
-1%	O=C1CCCc2c([nH]c3ccc(C4CCCCC4)cc23)C1
?	CC(=O)Oc1c(-c2ccc(NC(=O)C(C)C)cc2)c(-c2ccc(F)cc2)nn1-c1ccc(F)cc1
21%	CN1CCCCCC1=NCCCn1cnc2c1c(=O)n(C)c(=O)n2C
?	O=C(O)CCNC(=O)C(F)(F)C(F)(F)C(F)(F)C(F)(F)C(F)(F)C(F)(F)F
-18%	Cc1c(C(=O)N(C)C(C)c2ccccn2)oc2c(F)cccc12 (stereo not given)
?	CN(C)C[C@@H]1CN(C)C[C@H]1NC(=O)c1ccc(Cn2ccnc2)o1
24%[86.2 µM]	Cn1cc(-c2cnc3n[nH]c(-c4ccc5c(c4)OCO5)c3n2)cn1
-7%	C/C(=N\Nc1ccc(Cl)cc1C)c1cc2ccccc2s1
-93%	N#Cc1nc(-c2ccc(S(=O)(=O)N3CCOCC3)cc2)oc1NCCc1ccccc1
?	N#Cc1ccc(S(=O)(=O)N2CCc3n[nH]c(=O)n3CC2)cc1
3%[115 µM]	O=[S+]([O-])(c1cccs1)N1CCC2(CC(c3cccnc3)=NO2)C1 (stereo not given)

Entries above that bear a hit mark in KDM5B inhibitor:
KDM5B inhibitor	smiles
16µM*	COc1ccccc1CC(=O)NC1CCN(c2cc(-c3ccccc3)[nH]n2)C1 (stereo not given)
14µM*	CN1CCCN(S(=O)(=O)c2cccc(Br)c2)c2ccccc21

(cont.)
KDM5B inhibitor	smiles
7%	O=C(O)C(Sc1ncccn1)c1ccccc1 (stereo not given)
-15%	COc1ccc(OC)c(S(=O)(=O)Nc2nc3c(s2)C[C@]2(C)CC[C@@H]4[C@H](OC(=O)[C@H]4C)[C@H]2[C@@H]3C)c1
?	CN(C)c1ccc(C(=O)N[C@H]2CO[C@H]3[C@@H]2OC[C@@H]3Nc2nccc(-c3cccs3)n2)cc1
10%	Cn1c(=O)c2[nH]c(CN3CCN(Cc4ccccc4)CC3)nc2n(C)c1=O
-8%	COCCCNC(=O)C1c2ccccc2C(=O)N(CC(C)C)C12CCCCC2 (stereo not given)
?	CCOc1cc(CNC(=O)C2CCN(c3nc4ccccc4[nH]3)CC2)cc(OCC)c1OCC
?	O=C(N[C@@H]1C[C@H](Cn2cc(C3CC3)nn2)[C@@H](O)[C@H]1O)c1cncnc1
-19%	O=C(Cn1nc2c(cc1=O)CCCC2)NCCn1cnc2ccccc2c1=O
-22%&15%	COc1ccc(Nc2nc3ccccc3nc2NS(=O)(=O)c2ccc(NC(C)=O)cc2)cc1
2%[115 µM]	CC(=O)NCC(=O)N1Cc2ccccc2CC2(CCN(CC3CCNCC3)CC2)C1
47%[activator]	CN(C)c1ccc(N=Nc2nc3ccccc3n2C)cc1
33%	O=C(CCc1ccc2c(c1)OCO2)N[C@H](c1ccccn1)C1CC(O)C1 (stereo not given in full)
-19%	N#C/C(=C\c1ccc2ccccc2n1)c1nc2ccccc2s1
12%	CC(Sc1nc2nc[nH]c2c(=O)[nH]1)C(=O)Nc1ccc(F)cc1 (stereo not given)
15%	CCc1nc(-c2c3n(c(=O)n(CC(=O)NC4CCCC4)c2=O)CCCC3)no1
17%	Cc1ccccc1/C=C/C(=O)NC(C)CO (stereo not given)
-15%	CC(C)COC(=O)C(C#N)c1nc2ccccc2nc1Cl (stereo not given)
5%	Cc1ccc(C2CC2C(=O)O)cc1 (stereo not given)
1%	CC(NC(=O)Nc1ccc(Cl)c(Cl)c1)c1ccc(Cl)s1 (stereo not given)
20%	O=C(Cc1cccc2ccccc12)NCCc1ccccn1
18%	O=C(c1cc(COc2ccccc2F)[nH]n1)N1CCOCC1
14%	COc1ccc(C(CNC(=O)c2cccc([N+](=O)[O-])c2)N2CCOCC2)cc1 (stereo not given)
11%	CCOc1cc(C(=O)NN=C2CCCC2)cc(OCC)c1OCC
22%	O=C(O)CSc1cc(NS(=O)(=O)c2cccc([N+](=O)[O-])c2)c2ccccc2c1O
0%	CN(Cc1ccc(C(=O)NCC(F)(F)F)cc1)C(=O)c1cc(F)cc(F)c1
-14%	CC(C)CCN1C[C@@H](NC(=O)c2cccnc2)C[C@H]1CO
-2%	Cn1nccc1C(=O)N1CCC2(CC1)CC(OCC1CC1)CCO2 (stereo not given)
-2%	Nn1c(SCC(=O)NCCCc2ccccc2)nnc1-c1cccnc1
?	CCc1nc2ccccc2n1CCCCOc1ccc(C)cc1
-9%	CC(C)CN1C(=O)c2cccn2CC1CNC(=O)c1cccc(F)c1 (stereo not given)
11%	O=S(=O)(NCc1ccc(N2CCOCC2)nc1)c1ccc(F)cc1
-13%	COc1ccc(Cn2c(CCC(=O)NCc3cccc(Cl)c3)nc3cccnc32)cc1
21%	CCC(CC)C(=O)Nc1cc(C)ccc1C
8%[115 µM]	COc1cccc(N2C(=O)NC(=NC3CCCCC3)C23CCN(Cc2ccc(F)cc2)C3)c1 (stereo not given)
?	Cc1oc2cc(OCC(=O)N(C)C3CCS(=O)(=O)C3)ccc2c(=O)c1Oc1ccccc1 (stereo not given)
12%	CCNC(=O)N1CCCC1c1noc(CCC(=O)NCC2CC2)n1 (stereo not given)
11%	CNC(=O)Nc1ccc(C2(C(=O)N3CCN(c4ccccc4Cl)CC3)CCC2)cc1
10%	CCOCC(=O)N1CCCCCCNC(=O)[C@@H]2C[C@@H](c3nc(-c4cccnc4)no3)C[C@@H]21

Looked up one by one from the entries so far (6):
KDM5B inhibitor	smiles
-9%	CC(C)CN1C(=O)c2cccn2CC1CNC(=O)c1cccc(F)c1 (stereo not given)
11%	CNC(=O)Nc1ccc(C2(C(=O)N3CCN(c4ccccc4Cl)CC3)CCC2)cc1
11%	O=S(=O)(NCc1ccc(N2CCOCC2)nc1)c1ccc(F)cc1
-13%	COc1ccc(Cn2c(CCC(=O)NCc3cccc(Cl)c3)nc3cccnc32)cc1
11%	CCOc1cc(C(=O)NN=C2CCCC2)cc(OCC)c1OCC
8%[115 µM]	COc1cccc(N2C(=O)NC(=NC3CCCCC3)C23CCN(Cc2ccc(F)cc2)C3)c1 (stereo not given)

The list is partial. The share of hits here may be higher or lower than overall.
